Screening results as filed in PubChem.
TPT1 inh = inhibitors of Candida albicans tRNA 2'-phosphotransferase TPT1 | inhibition, % at 5 µM | actives 0.81% (n = 300,000) | recombinant caTPT1, FP RNA substrate dephosphorylation | AID 1962;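 active = inhibition above the mean of all tested compounds plus 3 SD, set per screening campaign, cut at about 24% in these data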;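 note: plate controls were DMSO alone for no effect and ferristatin control at 100 nM for full effect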
CTSL1 counter = cathepsin L1 inhibition, PFM18AAP counter-screen | recombinant F. hepatica cathepsin L1, Z-Leu-Arg-MCA fluorescence | inhibition, % at 5.96 µM | actives 0.49% (n = 300,000) | AID 1906;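 active = inhibition above the mean of all tested compounds plus 3 SD, set per screening campaign, cut at about 17% in these data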;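 note: 0% = plate median of test compound wells and 100% = 1 µM Z-Phe-Ala-diazomethylketone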
AHR activator = activates the human aryl hydrocarbon receptor; P35869; AID 2796; actives 2.5% (n = 320,000); activation, % at 5 µM; AHR-responsive luciferase reporter cells, luminescence; in the data active = activation above about 47%;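 note: 0% = vehicle wells and 100% = reference agonist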
PP1 counter = blocks human PP1-alpha phosphatase, a PP5 counter-screen. purified PP1alpha, OMFP fluorescence. inhibition, % at 6.7 µM. actives 0.9% (n = 320,000);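 active = inhibition above the mean inhibition of all tested compounds plus 3 SD, computed separately for each screening campaign, cut at about 15% in these data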
PAFAH2 FP inh = PAFAH2 (human) inhibition; Q99487; recombinant PAFAH2, FP-rhodamine activity probe, fluorescence polarization; inhibition, % at 3.39 µM; actives 0.99% (n = 340,000); AID 492956;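 active = inhibition above the mean over all tested compounds plus 3 SD, cut at about 30% in these data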;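 note: inhibitors block probe labeling of enzyme so polarization drops; 0% = enzyme with DMSO and 100% = wells lacking PAFAH2 protein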
proCasp3 act = activates human procaspase-3 | P42574 | recombinant procaspase-3 D3A, Ac-DEVD-pNA absorbance 405 nm | activation, % at 8.5 µM | actives 0.11% (n = 330,000) | AID 463141;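 active = activation above the mean of all tested compounds plus 3 SD, cut at about 21% in these data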;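 note: 0% = DMSO alone and 100% = DMSO wells spiked with extra 5 µM PC-3 D3A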
Target sequence (P42574 whole entry D9A/D28A/D175A): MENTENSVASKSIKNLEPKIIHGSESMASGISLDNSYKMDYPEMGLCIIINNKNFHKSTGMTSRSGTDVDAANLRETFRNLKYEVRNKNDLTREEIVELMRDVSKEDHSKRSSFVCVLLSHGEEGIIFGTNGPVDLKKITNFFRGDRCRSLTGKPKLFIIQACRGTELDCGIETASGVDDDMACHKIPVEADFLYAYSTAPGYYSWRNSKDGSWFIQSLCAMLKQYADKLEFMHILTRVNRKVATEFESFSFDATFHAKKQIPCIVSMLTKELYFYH
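Compound: 8.5 µM single point, 0.8% DMSO / Material: Autoprocessing-dead procaspase-3 D3A mutant enzyme / Timing: 1 h preincubation plus 2 h reaction at 25 °C / Medium: Zinc-free HEPES/NaCl buffer with 0.01% Triton X-100 at pH 7.4 / Technique: 405 nm absorbance of p-nitroaniline, reads at 0 and 120 min / Repeats: one well per compound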
procasp7 counter = counter-screen for procaspase-3 activators: activators of human procaspase-7; P55210; recombinant procaspase-7, Ac-DEVD-pNA absorbance 405 nm; D23A/D198A/D206A triple mutant, cannot self-cleave; scale: DMSO 0, 5 µM enzyme 100; activation, % at 8.5 µM; actives 0.093% (n = 330,000); AID 463210;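 active = percent activation above the screen-wide mean plus 3 SD, cut at about 25% in these data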
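Test system: Procaspase-7 triple mutant (PC-7 D3A). Also added: Ac-DEVD-pNA substrate, 400 µM as added. Schedule: 1 h enzyme–compound preincubation and 2 h substrate reaction, both 25 °C. Signal: p-Nitroaniline absorbance at 405 nm, read at 0 and 120 min. Control set: low DMSO alone, high DMSO plus 5 µM PC-7.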
PP5 inh = PP5 (human) phosphatase inhibition; P53041; purified PP5c, OMFP substrate fluorescence; inhibition, % at 6.7 µM; actives 0.18% (n = 320,000);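 active = inhibition above the campaign's mean inhibition across all tested compounds plus 3 SD, cut at about 9.5% in these data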;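 note: 0% = DMSO only and 100% = 100 µM cantharidin control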
Target sequence (P53041 whole entry, looked up): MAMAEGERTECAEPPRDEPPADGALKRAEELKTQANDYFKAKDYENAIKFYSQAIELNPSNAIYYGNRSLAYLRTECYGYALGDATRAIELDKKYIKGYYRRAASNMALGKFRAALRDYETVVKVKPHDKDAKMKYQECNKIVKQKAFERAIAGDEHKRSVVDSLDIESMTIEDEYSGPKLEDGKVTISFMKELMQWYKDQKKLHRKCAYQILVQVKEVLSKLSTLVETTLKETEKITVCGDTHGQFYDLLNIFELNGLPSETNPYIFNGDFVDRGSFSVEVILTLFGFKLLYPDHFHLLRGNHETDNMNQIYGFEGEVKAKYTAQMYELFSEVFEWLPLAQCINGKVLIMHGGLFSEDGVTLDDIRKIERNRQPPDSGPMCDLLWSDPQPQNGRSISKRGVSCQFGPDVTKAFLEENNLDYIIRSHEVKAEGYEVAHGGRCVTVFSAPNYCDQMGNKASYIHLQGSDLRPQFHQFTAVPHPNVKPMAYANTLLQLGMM
HCV core dimer = blocks dimerization of HCV core protein; TR-FRET GST/Flag-core106 dimerization, 1536-well; inhibition, % at 5 µM; actives 0.33% (n = 300,000);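 active = inhibition above the mean of all tested compounds plus 3 SD, set per screening campaign, cut at about 45% in these data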
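Assay system: tagged HCV core106 pair (GST and Flag); medium: KF-containing HEPES buffer, pH 7.45, DTT, CHAPS, BSA; also added: Eu donor and XL665 acceptor anti-tag antibodies; dosing: 5 µM single dose; timing: compound-protein-antibody incubation 4 h at 22.5 °C; signal: TR-FRET 671 and 617 nm emission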
Active calls of the source: *; / = not tested or not shown.

Compound	TPT1 inh	CTSL1 counter	AHR activator	PP1 counter	PAFAH2 FP inh	proCasp3 act	procasp7 counter	PP5 inh	HCV core dimer
CCC(=O)NC(=S)Nc1cc(C(=O)O)ccc1OC	-5	-3	1	-1	-2	0	-7	0.6	-5
COc1ccccc1CN1C(=O)c2ccncc2C1=O	2	0	-3	2	-1	3	8	1.6	0
CN(C)C=Nc1ccc(Cl)c(Cl)c1	-1	1	0	0	10	3	7	6.6	2
CCN1CCN(Cc2ccc(NC(=O)c3ccc(C)c(NC(=O)C[C@@H]4NC(=O)[C@H](Cc5ccccc5)NC4=O)c3)cc2C(F)(F)F)CC1	2	0	2	0	2	6	1	2.5	-5
CN=CC1=C(O)C(C(=O)OC)C(C)(C)CC1=O (configuration not stated)	-2	5	-2	-3	1	5	-2	-0.4	-4
Cc1cccc(-c2nnc(SCC(=O)N3CCCC3)o2)c1	-1	3	6	0	10	6	2	1.9	3
CC(NCc1ccccc1Cl)C(=O)Nc1ccc(S(=O)(=O)N2CCCC2)cc1 (configuration not stated)	-4	1	-1	2	4	-1	1	-1.4	-4
COc1ccc2nc(NNC(=O)C3COc4ccccc4O3)sc2c1 (configuration not stated)	1	-6	117*	4	-1	-6	0	0.8	-2
CCOc1cc(C)c(S(=O)(=O)Nc2ccc(Cl)cn2)cc1C	-1	3	0	-1	-11	-2	7	1.0	0
CC(=O)c1cc(C(=O)Nc2ccccc2C(=O)O)oc1C	-4	3	6	4	-11	-1	-7	-1.8	-7
CCOc1ccccc1OCCOc1ccccc1CC	-4	2	12	2	10	0	-7	0.5	-2
COc1ccc(NS(=O)(=O)c2ccc3ccccc3c2)c2ncccc12	1	0	9	12	11	4	-18	0.5	-4
CCOc1ccc(N2C(=O)CC(NNc3nc4ccccc4s3)C2=O)cc1 (configuration not stated)	-2	1	0	-3	-2	-5	7	2.5	-1
COc1ccc(NC(=S)N/N=C2/CCCc3c(C)cc(C)cc32)cc1	1	6	4	0	5	8	7	1.1	-3
CCCN(c1ccc(C(C)C)cc1)S(=O)(=O)c1c(C)[nH]c(=O)[nH]c1=O	3	-1	5	-11	7	-11	-11	3.3	10
COc1ccc(OC2CCN(S(=O)(=O)c3ccc(OC)cc3)CC2)cc1	1	-5	6	3	5	1	-3	2.5	-1
CCOc1cc(NC(=O)c2ccccn2)c(OCC)cc1NC(=O)c1ccccc1	2	-2	1	-4	4	1	2	5.2	1
COc1ccc2c(c1)O[C@@H](c1cccc(C(F)(F)F)c1)[C@H](OC(=O)NCCc1ccc(OC)c(OC)c1)C2=O	1	0	11	2	/	1	-45	5.5	14
O=c1c2c(-c3ccc(Cl)cc3)csc2ncn1/N=C/c1cccc([N+](=O)[O-])c1O	2	2	13	-5	5	-5	-1	1.7	3
CCS(=O)(=O)N1Cc2ccccc2CC1C(=O)Nc1ccc(F)c(F)c1 (configuration not stated)	-1	-2	1	8	-7	-5	-11	3.0	-13
Cc1cc(N2CCOCC2)nc(SCc2c(Cl)cccc2Cl)n1	-3	-2	3	1	3	4	-7	1.5	-7
Cc1ccccc1NC(=S)Nn1cnnc1	-1	-2	1	0	7	-8	-26	3.5	1
Cc1nccn1CCCNC(=O)CC1C(=O)NCCN1Cc1ccccc1C(F)(F)F (configuration not stated)	-7	-4	0	-3	4	2	2	-0.7	2
Cc1cc(SCC(=O)NC2CCCC2)nc2ccccc12	-3	1	-2	3	0	-3	7	2.5	6
CN(c1cccc(NC(=O)Cc2ccccc2)c1)S(C)(=O)=O	-6	8	2	2	4	0	1	0.9	-4
COCc1cc(=O)[nH]c(N2CCN(C(=O)c3ccco3)CC2)n1	0	-2	5	0	-5	7	-9	1.8	4
COC(=O)CN1C(=O)[C@H]2[C@@H](c3ccc(C)o3)N3C(=O)CN(Cc4ccccc4)C(=O)[C@@]3(Cc3ccccc3)[C@H]2C1=O	0	1	-1	1	5	4	-1	1.1	3
COc1cc(/C=C2\SC(=S)N(CC(=O)Nc3cccnc3)C2=O)cc(OC)c1OC	12	-1	46	1	-5	-9	3	1.7	2
CCOC(=O)c1c(NC(=O)CC2SC(N)=NC2=O)sc(C)c1C (configuration not stated)	1	-1	6	2	-10	6	0	-0.6	5
CC(NS(=O)(=O)c1ccc(Br)cc1)c1ccccc1 (configuration not stated)	2	-3	0	0	-7	-5	3	2.9	-12
Nn1cnnc1N/N=C/c1cc(Br)cc(Br)c1O	20	2	24	3	-4	-12	-16	-0.2	-5
O=S(=O)([N-]c1nc2ccccc2nc1-[n+]1ccc(Cc2ccccc2)cc1)c1ccc(Br)s1	-21	-2	3	5	14	-4	-9	5.2	29
Fc1cccc(NC(=S)Nc2cccc3ccccc23)c1	0	1	82*	-3	2	-17	-12	3.6	-1
Cc1ccccc1N(CC(=O)NC1CCCC1)C(=O)C1(C)CC(=O)N=C2C=CC=CN21 (configuration not stated)	4	1	-1	-4	-17	11	4	-0.9	0
CCCCn1c(SCC(=O)N2CCC(C(=O)OCC)CC2)nc2cc(S(N)(=O)=O)ccc21	-3	-7	-1	-6	1	-3	15	1.6	6
Cc1cc(SCC#N)nc2ccccc12	2	-4	-1	-1	-6	11	10	1.0	0
Cc1cc(C)c2ccc3c(C)c(C)nc3c2[nH]1	3	4	68*	1	1	5	-7	1.9	-2
CC(NC(=O)COC(=O)c1nc(Cl)ccc1Cl)c1ccccc1 (configuration not stated)	/	/	3	/	3	1	-1	/	/
O=C(NCC(=O)N(Cc1cccs1)C(C(=O)NC1CCCCC1)c1ccco1)c1cccs1 (configuration not stated)	-3	-2	-2	-1	-3	-7	4	4.0	7
CCCC(=O)C1=C(O)C(C(=O)OC)C(C)(C)CC1=Nc1ccc(Br)cc1 (configuration not stated)	3	-2	0	0	12	0	-4	2.2	2
CCOc1ccc(S(=O)(=O)N2CCCC(C(=O)N3CCC(C(N)=O)CC3)C2)cc1Cl (configuration not stated)	0	2	-2	2	2	5	8	0.7	0
CCCS(=O)(=O)N1CCCC(C(=O)NCc2ccc3c(c2)OCO3)C1 (configuration not stated)	-4	5	4	1	3	-4	-9	-9.2	3
O=C(COc1ccc2c(c1)OCO2)Nc1nnc(Cc2ccccc2)s1	3	-5	7	0	-6	-3	-6	-0.3	2
O=C(CSC1=NC(=O)C(c2ccccc2)C(=O)N1)Nc1cccc(Cl)c1 (configuration not stated)	-2	-2	1	0	-1	2	4	0.7	0
O=c1ccc(-c2ccc(S(=O)(=O)Nc3cccc(Br)c3)o2)n[nH]1	-3	2	0	-3	-4	2	-1	0.3	-15
Cc1nnc(SCc2ccc([N+](=O)[O-])cc2)[nH]c1=O	0	1	2	-1	-3	3	2	-0.2	2
CC1CCCCC1NC(=O)Cn1nnc(-c2ccc(Cl)cc2)n1 (configuration not stated)	-2	-1	0	-1	1	-5	11	-0.5	4
Cc1cccc(NC(=O)c2cc(-c3cc(C)c(C)cc3O)n[nH]2)c1	0	-1	-4	8	-8	-5	2	-1.0	-3
CCc1noc(C)c1C(=O)NNC(=O)COc1cc(C)ccc1C	/	/	1	2	6	6	0	-2.0	/

Structural class, the entries above with an aryl thioether with sulfur outside any ring.
Compound	TPT1 inh	CTSL1 counter	AHR activator	PP1 counter	PAFAH2 FP inh	proCasp3 act	procasp7 counter	PP5 inh	HCV core dimer
Cc1cccc(-c2nnc(SCC(=O)N3CCCC3)o2)c1	-1	3	6	0	10	6	2	1.9	3
Cc1cc(N2CCOCC2)nc(SCc2c(Cl)cccc2Cl)n1	-3	-2	3	1	3	4	-7	1.5	-7
Cc1cc(SCC(=O)NC2CCCC2)nc2ccccc12	-3	1	-2	3	0	-3	7	2.5	6
CCCCn1c(SCC(=O)N2CCC(C(=O)OCC)CC2)nc2cc(S(N)(=O)=O)ccc21	-3	-7	-1	-6	1	-3	15	1.6	6
Cc1cc(SCC#N)nc2ccccc12	2	-4	-1	-1	-6	11	10	1.0	0
Cc1nnc(SCc2ccc([N+](=O)[O-])cc2)[nH]c1=O	0	1	2	-1	-3	3	2	-0.2	2

Outcome played no part in choosing rows. About 5.6% of those tested had a hit in this group.
